Bioassay records deposited in PubChem BioAssay by Broad Institute.
esBAF inh – Bmi1 luciferase reporter increase in mESCs, primary screen, esBAF inhibitor project, mouse ES cells, Bmi1 luciferase knock-in, single point; AID 602393, 2012; reporter increase, % at 12.5 µM; 24 h; 100% = twice the neutral-well signal; 350,000 compounds, 2% hits; in the data active means activation above about 40%;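 further: 0% = median of the plate's neutral control wells and 100% = double that signal; a rise in the Bmi1 reporter signal indicates esBAF inhibition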
ARNT-TACC3 inh – disruptors of ARNT/TACC3 protein interaction, primary screen, biochemical, AlphaScreen, single concentration; inhibition, % at 9.99 µM; AlphaScreen His-ARNT PAS-B/GST-TACC3 binding, luminescence; TACC3 fragment carries E629A point mutation; 390,000 compounds, 0.66% hits;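 active means mean inhibition of replicates at least 50% and at least half of replicates each reaching 50%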;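 further: 0% = complete ARNT plus TACC3 wells and 100% = ARNT alone without TACC3; many hits fall short of the cut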
The depositor's hits bear a star. These rows are one share of the data; the hit share may differ from the screen's.

smiles,esBAF inh,ARNT-TACC3 inh
Cc1ccc(-c2noc(CSc3nnc(-c4ccncc4)n3-c3ccc(C)cc3)n2)cc1,-3.4,6.5
O=C(O)CCc1ccc(-c2ccc(F)cc2)n1CCC(=O)O,4.1,-8.4
Cc1ccc(NC(=O)CSc2nnc(CN3CCOCC3)n2C)cc1C,-9.6,2.4
O=C(C1CCN(CC2CCCCC2)CC1)N1CCCC1,1.7,1.0
COc1ccc(Cc2nnc(NC(=O)CSc3ccccc3)s2)cc1,-6.9,-2.8
Cc1cc(=O)oc2n[nH]c(-c3ccccc3)c12,-7.2,6.2
CCCOc1ccc(C(CC(=O)O)NC(=O)C23CC4CC(CC(C4)C2)C3)cc1 (centres undefined),0.0,0.9
CC(C)C(=O)Nc1cccc(-c2cn3ccsc3n2)c1,30.9,4.6
COc1cccc(NC(=O)c2nn(C)cc2Br)c1,54.8*,-8.6
Cc1ccc(S(=O)(=O)N2CCOCC2)cc1C(=O)NCCN1C(=O)S/C(=C\c2ccccc2Cl)C1=O,3.4,-4.8
N/C(=N\OC(=O)c1ccc(Br)cc1)c1ccccc1,-47.2,1.6
Cc1ccc(/C=C/C(=O)OCC(=O)Nc2cccc(S(=O)(=O)N(C)C)c2)o1,-9.3,5.6
CC1CCN(S(=O)(=O)c2ccc(NC(=O)Cc3cccs3)cc2)CC1,-1.3,1.8
Cc1cc(C)n2c(Nc3ccc4c(c3)OCCO4)c(-c3ccccc3)nc2n1,28.4,3.7
C/C(=C\c1ccccc1)CN1CCN(c2ccccc2)CC1,2.4,4.1
CC(C)CNS(=O)(=O)c1ccc(C(=O)Nc2ccc3c(c2)OCCO3)cc1,91.2*,-7.4
O=C(c1ccc2snnc2c1)N1CCN(c2ccccc2)CC1,4.7,3.8
CCOC(=O)NC1(C(F)(F)F)NC(=O)N(C2CCCCC2)C1=O (centres undefined),-8.6,-1.6
Cc1cc(C)cc(C(=O)NCC(=O)OCC(=O)N(C)C2CCS(=O)(=O)C2)c1 (centres undefined),-2.8,0.9
COC(=O)CNC(c1ccccc1)c1cc(Br)ccc1NC(=O)CNC(=O)OCc1ccccc1 (centres undefined),1.4,-5.0
CC(C)(C)C(=O)NCCN1CCN(C(=O)C(C)(C)C)CC1,-4.3,-35.4
C=CCSC(=C(C#N)C#N)c1cc2c([nH]1)CCCC2,6.4,15.0
Cc1ccc(CNC(=O)C(CCC(N)=O)NC(=O)OCc2ccccc2)cc1 (centres undefined),2.0,-10.3
COc1cccc(-c2nnc(SCCOc3ccc4c(C)cc(=O)oc4c3)o2)c1,1.9,-6.3
Nc1c(C(=O)Nc2nccs2)sc2nc(-c3cccs3)cc(C(F)(F)F)c12,8.8,2.0
Cc1ccc(NC(NC(=O)c2cccs2)C(Cl)(Cl)Cl)cc1 (centres undefined),9.5,8.5
Cc1c(Br)cc(-c2nnco2)cc1Br,-6.8,-7.5
CCOC(=O)c1ccccc1NC(=O)c1ccc(NS(C)(=O)=O)cc1,-12.5,-3.0
Cc1noc(C)c1CSc1ncnc2sc(C)c(C)c12,-3.1,-2.1
CCOC(=O)N1CCN(c2ccc(C(=O)CC)cc2F)CC1,-17.5,-10.1
CCNC(=S)Nc1cc(OCC)c(NC(=O)c2ccco2)cc1OCC,-1.9,-11.6
O=C1CCCC(O)=C1C1NCCc2ccccc21 (centres undefined),2.7,-2.7
N#Cc1c(-c2ccco2)cc(C2CC2)nc1SCC(=O)c1ccccc1,8.6,3.9
CCOC(=O)N1CCN(C(=O)C2CCN(c3ncnc4c3sc3cccc(F)c34)CC2)CC1,-24.0,-0.3
Cc1c(Cl)cccc1NC(CC(=O)c1ccccc1)C(=O)O (centres undefined),30.6,-5.1
C=CCn1c(SCc2nc3ccccc3c(=O)[nH]2)nnc1-c1cc2cc(Cl)ccc2o1,2.8,-4.2
COCCn1c(SCC(=O)N2CCCc3ccccc32)nnc1-c1ccco1,-1.1,1.4
CCCCCCCOC(=O)c1ccc(OC(=O)c2cccnc2)cc1,33.2,-6.6
Cc1nc2c(ccc3nc(NC(=O)c4ccc5c(c4)OCCO5)sc32)s1,6.9,0.6
Nc1nc(NCC2CCCO2)nc(NCC2CCCO2)c1[N+](=O)[O-] (centres undefined),8.8,-7.6
CCCN1CCN(C(c2cc3cc(OCC)ccc3[nH]c2=O)c2nnnn2C2CCCCC2)CC1 (centres undefined),-3.4,0.2
O=C(Nc1ccccn1)c1cccnc1,-3.1,-0.2
Cc1nc2ccc(S(=O)(=O)NCC(=O)N3CCc4ccccc43)cc2s1,-4.5,4.4
C=CCn1c(SCC(=O)c2ccccc2)nnc1-c1ccc2c(c1)OCO2,12.9,-0.9
CCN(CC(=O)Nc1c(C(=O)OC)[nH]c2ccc(Cl)cc12)c1ccc2c(c1)OCO2,-14.2,-1.0
CCOc1ccc2[nH]c(=O)c(CN(CCO)C(=O)c3ccc(F)cc3)cc2c1,3.6,-12.3
CC(OC(=O)c1ccncc1)C(=O)Nc1cccc(Cl)c1 (centres undefined),-7.8,2.6
Cc1c(C(=O)NCC2COc3ccccc3O2)oc2ccc(S(=O)(=O)N3CC(C)CC(C)C3)cc12 (centres undefined),-2.9,-5.6
Cc1cc(=O)oc2cc(OCC(=O)N3CCCC(C)C3)ccc12 (centres undefined),-4.6,-6.9
O=C(CN1C(=O)COc2ccccc21)N(Cc1cccnc1)Cc1cccc(F)c1,-9.7,3.2

Part of the list above, reformatted:
Screens in order – esBAF inh | ARNT-TACC3 inh
CCOc1ccc2[nH]c(=O)c(CN(CCO)C(=O)c3ccc(F)cc3)cc2c1
 : 3.6 | -12.3
O=C(Nc1ccccn1)c1cccnc1
 : -3.1 | -0.2
CC(OC(=O)c1ccncc1)C(=O)Nc1cccc(Cl)c1 (centres undefined)
 : -7.8 | 2.6
Cc1nc2ccc(S(=O)(=O)NCC(=O)N3CCc4ccccc43)cc2s1
 : -4.5 | 4.4
CCCN1CCN(C(c2cc3cc(OCC)ccc3[nH]c2=O)c2nnnn2C2CCCCC2)CC1 (centres undefined)
 : -3.4 | 0.2
Cc1cc(=O)oc2cc(OCC(=O)N3CCCC(C)C3)ccc12 (centres undefined)
 : -4.6 | -6.9

Remaining list, next part
smiles,esBAF inh,ARNT-TACC3 inh
S=C(N/N=C/c1ccc(Cl)cc1)N1CCOCC1,8.0,60.6*
CCCc1ncc(C(=O)c2ccc(OC)cc2)n1C,26.0,3.9
COc1ccc(CNC(=O)C(=O)NCC(c2ccco2)N2CCOCC2)cc1 (centres undefined),6.0,-28.3
COC(CNC(=O)c1ccc(N2CCCC2=O)cc1)OC,-0.8,-2.5
NC1=NC(=O)/C(=C\C=C\c2ccccc2)S1,30.7,-1.3
O=C(Nc1ccccc1C(=O)N1CCCCCC1)c1cccc(S(=O)(=O)N2CCOCC2)c1,1.8,6.1
COc1ccc(C(CC(=O)NC(C)(C)C)n2cccc2)cc1 (centres undefined),-1.2,-6.2
COc1ccc(-c2nc(CSCC(=O)NCCC3=CCCCC3)c(C)o2)cc1OC,15.0,-0.2
CCOc1c(Cl)cc(CNCC(C)C)cc1OC,-10.4,4.4
COc1cc(C(=O)N2CCC(NC(=O)C(Cc3ccccc3)NC(C)=O)CC2)cc(OC)c1OC (centres undefined),-1.2,23.2

Part of the list above in another layout.
> COc1ccc(-c2nc(CSCC(=O)NCCC3=CCCCC3)c(C)o2)cc1OC
- esBAF inh: 15.0
- ARNT-TACC3 inh: -0.2

> CCOc1c(Cl)cc(CNCC(C)C)cc1OC
- esBAF inh: -10.4
- ARNT-TACC3 inh: 4.4

3 entries picked at random from those above, as already listed:
smiles,esBAF inh,ARNT-TACC3 inh
COC(CNC(=O)c1ccc(N2CCCC2=O)cc1)OC,-0.8,-2.5
O=C(Nc1ccccc1C(=O)N1CCCCCC1)c1cccc(S(=O)(=O)N2CCOCC2)c1,1.8,6.1
COc1cc(C(=O)N2CCC(NC(=O)C(Cc3ccccc3)NC(C)=O)CC2)cc(OC)c1OC (centres undefined),-1.2,23.2

The listing continues:
smiles,esBAF inh,ARNT-TACC3 inh
CCOC(=O)N1CCN(C(=O)c2cnn3c(C)c(Cc4ccc(C)cc4)c(C)nc23)CC1,-5.2,1.8
CCOC(=O)N1CCC2(CC1)CC(=O)c1c(ccc3oc(C(=O)O)c(C)c13)O2,-3.4,-5.3
O=C(NCc1cccs1)C1CC(=O)N(c2ccc(F)cc2)C1 (centres undefined),2.3,-0.5
Cc1cccc(C)c1OCC(=O)Nn1c(C)nc2ccccc2c1=O,2.4,6.2
Cc1nn(Cc2ccccc2)c(C)c1NC(=O)c1cc(-c2ccc3c(c2)OCO3)on1,5.5,-3.2
CC(NC(=O)Cc1ccc(-c2ccccc2)cc1)c1ccccc1 (centres undefined),3.3,-0.4
O=C(Nc1ccccc1)c1ccc(NCC2CCCO2)c(S(=O)(=O)N2CCOCC2)c1 (centres undefined),5.6,1.1
CC1(C)Cc2ccccc2C(N/N=C/c2cccc(F)c2)=N1,0.6,-3.4
COc1ccc(-c2nc(C)ncc2-c2csc(C)n2)c(O)c1,-13.1,-4.9
CCOc1cc(NC(=S)NCC(C)C)c(OCC)cc1NC(=O)c1ccco1,-3.5,-4.4
COc1ccc(-c2csc(NCc3ccco3)n2)cc1,25.3,15.4
CC1=[N+]([O-])C(N2CCOCC2)C(O)(c2ccccc2)C1 (centres undefined),4.8,-9.9
FC(F)(F)c1cccc(N2Cc3ccccc3C2)c1,16.6,-8.9
O=C(O)CCCC(=O)Nc1nc2n(n1)C(c1ccc(F)cc1)CC(c1ccc(Cl)cc1)N2 (centres undefined),-3.5,8.2
CC(=O)c1cccc(NC(=O)Nc2ccc(C(=O)N3CCCC3)cc2)c1,-5.7,-10.1
O=C(CC1Nc2ccccc2NC1=O)Nc1cc(Cl)cc(Cl)c1 (centres undefined),-2.9,1.1
Cc1ccc(N2C(=O)c3ccccc3C2(O)c2ncc[nH]2)cc1 (centres undefined),-5.4,-5.4
CCCc1ccc(-c2cc(C(=O)NCCc3ccc(S(N)(=O)=O)cc3)c3ccccc3n2)cc1,32.3,-5.9
CCOC(=O)C1CCN(c2nc(-c3ccccc3)nc3c2oc2ccccc23)CC1,-1.7,-5.6
O=C(CCCC(=O)N(CC(=O)NC1CCCCC1)Cc1ccco1)Nc1ccccn1,-0.5,-2.2
CCC(=O)NCCNC(=O)c1c(SC)nsc1SC,-3.8,-5.0
CC(CCc1ccccc1)NC(=O)COC(=O)C1=COCCO1 (centres undefined),3.2,-4.1
c1ccc(Cc2nnc3sc(Nc4ccccc4)nn23)cc1,18.7,-2.4
CCC(C)NC(=O)CCNS(=O)(=O)c1ccc(Br)cc1 (centres undefined),1.2,-2.8
COc1ccc(NC(=O)CN2c3cccc4cccc(c34)S2(=O)=O)c(OC)c1,-0.5,-1.9
O=C(Nc1cnc2sc3c(n2c1=O)CCCC3)c1ccc(F)cc1,34.3,-40.4
CCOP(=O)(O)c1ccccc1OCCOc1ccccc1P(=O)(O)OCC,-6.2,-4.5
O=c1cc(N2CCCCC2)c(-c2ccccc2)nn1Cc1cccc(F)c1,0.6,11.0
CCCCc1c(CCC)c(=N)c2ccccc2n1C,-52.4,-8.4
CCOC(=O)C(NCCCO)c1ccccc1 (centres undefined),2.9,-2.3
Cc1ccccc1-c1nc(CN2CCC(C(=O)NCc3cccs3)CC2)c(C)o1,2.4,1.1
Cc1c(C#N)c(N=CN(C)C)c(C(=O)c2ccc(Br)cc2)n1-c1ccccc1,4.5,6.6
CSc1nc(Sc2ccccc2)c2ccccc2n1,-0.1,1.7
N#Cc1c(Sc2ncc(C(F)(F)F)cc2Cl)nsc1C/C=N\OCc1ccccc1Br,-10.1,-0.1
COc1ccc2c(c1)SCCC2=O,-2.7,2.7
CS(=O)(=O)N(Cc1ccc(C(=O)Nc2ccccc2Sc2ccccc2)cc1)c1ccccc1,-3.6,-4.9
O=S(=O)(/C=C/c1ccccc1)Nc1ccc(N2CCOCC2)cc1,3.8,0.6
CC1CN(c2nn3c(=O)c4ccccc4nc3c3ccccc23)CC(C)O1 (centres undefined),0.6,7.2
C=CCn1c2ccccc2c2nnc(SC(CC)C(=O)Nc3sc4c(c3C#N)CCCC4)nc21 (centres undefined),4.1,-6.1
c1ccc(Cc2nnc3sc(-c4ccncc4)nn23)cc1,-3.8,-4.8
CS(=O)(=O)N1N=C(c2ccco2)CC1c1ccc(Cl)cc1 (centres undefined),20.0,13.3
COC(=O)c1ccc(NC(=O)CN(c2ccc3c(c2)OCO3)S(C)(=O)=O)cc1,3.3,-4.2
COCC(=O)Nc1ccc(N(C)C)cc1,26.3,15.3
COc1ccc(Nc2nc(N)nc(CSc3nnc(C)s3)n2)cc1,33.4,6.7
CC(C)(C)c1ccc(OCCN2CCCC2)cc1,-2.9,4.1
Cc1cc(-c2c(C)[nH]n(-c3ccc(Cl)cc3)c2=O)n(-c2ccc(Cl)cc2)n1,-7.0,2.1
Nc1nonc1-c1noc(-c2ccccc2)n1,30.2,-1.1
CC(=O)c1ccc(N2CCN(C(=S)Nc3ccccc3)CC2)cc1,-3.1,-4.1
Cc1ccc(NC(=O)c2cccc(S(=O)(=O)N(C)c3ccccc3)c2)cc1S(=O)(=O)N1CCOCC1,13.8,-4.3
O=C(CN(CC(=O)N1CCOCC1)S(=O)(=O)c1ccc(Br)s1)N1CCOCC1,-6.1,7.7
O=C1C=C(NCc2ccc(Cl)c(Cl)c2)CC1,-9.1,4.9
